High-throughput results from PubChem.
MOR-DOR inv ag – mu-delta opioid heterodimer inverse agonism | inhibition, % at 9.3 µM | cell-based MOR-DOR heterodimer luminescence | P35372+P41143 | AID 504357 | 0.21% of 340,000 active; in the data active means inhibition above about 22%, passing the limit was not always enough;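 further: 0% = cells with DMSO and 100% = wells without cells with DMSO; values of inactives mirror those of a sister screen read the other way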
Target sequence (P35372 whole entry, looked up): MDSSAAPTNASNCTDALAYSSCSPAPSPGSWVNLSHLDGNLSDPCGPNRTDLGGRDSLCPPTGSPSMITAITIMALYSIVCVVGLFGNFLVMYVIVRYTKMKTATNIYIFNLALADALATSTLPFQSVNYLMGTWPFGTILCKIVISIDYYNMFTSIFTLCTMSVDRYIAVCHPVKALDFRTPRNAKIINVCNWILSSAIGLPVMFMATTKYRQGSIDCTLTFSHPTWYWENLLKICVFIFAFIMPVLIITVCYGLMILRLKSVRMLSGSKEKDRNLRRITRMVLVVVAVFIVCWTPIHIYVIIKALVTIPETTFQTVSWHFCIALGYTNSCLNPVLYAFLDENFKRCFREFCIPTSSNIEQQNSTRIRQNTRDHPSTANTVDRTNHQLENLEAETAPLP
Target sequence (P41143 whole entry, looked up): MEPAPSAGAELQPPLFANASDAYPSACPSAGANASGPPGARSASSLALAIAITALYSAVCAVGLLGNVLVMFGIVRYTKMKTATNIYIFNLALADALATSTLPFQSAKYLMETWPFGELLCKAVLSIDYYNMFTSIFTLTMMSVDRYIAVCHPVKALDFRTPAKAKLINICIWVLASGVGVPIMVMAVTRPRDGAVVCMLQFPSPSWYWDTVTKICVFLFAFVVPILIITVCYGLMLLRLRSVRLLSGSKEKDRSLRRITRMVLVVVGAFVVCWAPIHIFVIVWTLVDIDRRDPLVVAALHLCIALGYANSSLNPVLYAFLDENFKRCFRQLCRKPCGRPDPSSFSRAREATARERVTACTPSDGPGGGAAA
phage Ecoli inh – E. coli growth loss with phage present; growth absorbance; inhibition, % at 11.9 µM; 0.26% of 360,000 active; AID 651602; in the data active means inhibition above about 11%
PfHsp90 yeast 2 – inhibits growth of yeast expressing Plasmodium falciparum Hsp90; AID 504621; inhibition, % at 9.4 µM; 0.32% of 310,000 active; S. cerevisiae expressing PfHsp90, BacTiter-Glo ATP, 48 h; yeast lacking PDR1 and PDR3 efflux regulators;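 active means every replicate shows inhibition above about 80%, whatever the replicate mean, limit read from the data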;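 further: 0% = DMSO neutral controls and 100% = 20 µM radicicol positive controls; yeast relying on Plasmodium falciparum Hsp90 in place of its own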
Tat transport – E. coli Tat transport inhibition. E. coli MC4100 TorA-mCherry Tat export, fluorescence. 0.036% of 340,000 active. AID 488895. inhibition, % at 10 µM;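 active means mean replicate inhibition at least 50% and at least half of replicates individually reaching 50%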;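 further: exported cargo escapes ClpAP degradation while cytoplasmic cargo is degraded and loses fluorescence; 0% = median of neutral control wells and 100% = median of NaSCN control wells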
Pemphigus Ab inh – inhibitors of pemphigus antibody binding to human desmoglein-3; P32926; DSG3-coupled beads, scFv-anti-DSG3-GFP binding, flow cytometry; active compounds read low; binding (percent of control), % at 10 µM; 0.48% of 310,000 active; AID 588358;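 active means binding more than 3 SD below its plate's average and above zero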;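 further: hits lower antibody fragment binding to DSG3; some compounds called inactive have numbers as strong as hits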
AddAB inh – less growth of phage-infected E. coli with AddAB; E. coli expressing H. pylori AddAB, absorbance growth; inhibition, % at 11.9 µM; 0.29% of 330,000 active; in the data active means inhibition above about 12%;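 further: 0% = vehicle wells of infected cells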
Mot1-301 SUMO – SUMOylation pathway inhibition by Mot1-301 growth rescue. AID 2716. S. cerevisiae Mot1-301 growth rescue, ATP luminescence, 38.5C; percent above DMSO median, 100 means doubled. 1% of 320,000 active. growth rescue, % at 18.8 µM;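 active means every valid replicate shows activation above 250% relative to neutral control wells; inactive means the rest, any valid replicate at or below 250%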;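 further: OY570 slx delta 5 strain wells were the positive control but not used for scaling; some compounds called inactive have numbers as strong as hits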
Arr AP2 block – inhibitors of human beta-arrestin and AP2 interaction. FITC-arrestin peptide / GST-AP2 beads, flow cytometry; AP2 beta2 appendage carries R879A mutation. inhibition, % at 10 µM. 0.31% of 340,000 active. AID 504490;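 active means inhibition above a set limit, near 3 SD of compounds lacking own fluorescence, cut at about 54% in these data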;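 further: plate controls were DMSO wells for no effect and 5 µM unlabelled arrestin peptide for full effect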
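Test system: GST-tagged AP2 beta2-adaptin appendage (R879A) on 4 µm glutathione beads; also added: fluorescein-tagged arrestin peptide at 50 nM final; timing: 12 min plus 1 h, RT; signal: flow cytometry, FL1 (488/535 nm); read-out: percent drop in bead-associated FITC signal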
Ecoli viability – bacterial growth inhibition, counter-screen for AddAB inhibitors; E. coli V3065 growth, OD600 absorbance, 18 h; inhibition, % at 11.9 µM; 0.27% of 330,000 active; AID 449728;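 active means inhibition above the campaign's mean inhibition across all tested compounds plus 3 SD, cut at about 9.9% in these data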;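 further: uninfected addAB+ strain grown without phage in ampicillin broth; 0% = DMSO wells and 100% = ciprofloxacin 0.95 µg/ml wells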
PKA-R1A activ – activates the PKA-R1A holoenzyme complex; PKA-R1A dissociation, Cy5-IP20 fluorescence polarization; scaled: DMSO 0%, 113 µM cGMP 100%; activation, % at 11.4 µM; 0.083% of 340,000 active;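 active means percent activation above the mean of all tested compounds plus 3 SD, cut at about 19% in these data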;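 further: higher means more PKAc released from R1A so a rise in polarization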
OPRM1-OPRD1 ag – agonists of human mu-delta opioid receptor heterodimerization; P35372+P41143; cells, OPRM1-OPRD1 heterodimerization, luminescence; activation, % at 9.3 µM; 0.3% of 340,000 active; AID 504326; in the data active means activation above about 18%;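 further: 0% = vehicle-treated cells and 100% = reference agonist; values of inactives mirror those of a sister screen read the other way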
* hit, by the source's call; . = no result given; & = joins results of further samples.

SMILES	MOR-DOR inv ag	phage Ecoli inh	PfHsp90 yeast 2	Tat transport	Pemphigus Ab inh	AddAB inh	Mot1-301 SUMO	Arr AP2 block	Ecoli viability	PKA-R1A activ	OPRM1-OPRD1 ag
O=C(OCC(=O)N1CCN(C(=O)c2ccco2)CC1)c1ccccc1C(=O)c1ccc(Cl)cc1	-7	-0.5	4	-2	83	0.9	-2	7	-4.8	2	1.2
Cc1cc(C)cc(NC(=O)Nc2ccc(-n3ccc(C(F)(F)F)n3)cc2)c1	-26	4.0	8	0	.	3.0	-9	1	1.0	-4	5.3
COC(=O)c1c(NC(=O)CN2CCN(c3ccccc3Cl)CC2)sc(C)c1C	-4	1.7	12	6	95	-0.8	.	2	0.3	-11	0.6
COC(=O)[C@H](C)NC(=O)NC1CCN(Cc2ccccc2)CC1	9	1.1	-8	-3	96	2.6	-3	24	2.2	0	-1.9
COc1cccc(C2=NOC(C(=O)NCc3cccnc3)C2)c1 (centres undefined)	15	0.3	-22	8	104	0.0	-15	3	-2.6	3	-3.2
Cc1ccc(NC(=O)C2C3C=CC4(O3)C2C(=O)N(CCCN2CCCC(C)C2)C4C(=O)NC2CCCCC2)cc1 (centres undefined)	-91	1.8	-4	-4	.	3.2	-9	27	1.4	-10	12
Cc1cc(C)cc(C(=O)NCC(=O)OCc2cc([N+](=O)[O-])cc3c2OCOC3)c1	10	0.8	-7	-2	87	-1.2	0	-2	-1.1	5	-1.6
O=C(NN1CCOCC1)c1cccc(Cl)c1	8	0.4	26	-8	.	0.6	45	71*	0.5	18	-1.5
O=C(CCn1ccc2cc(S(=O)(=O)N3CCCC3)ccc21)NCc1cccc(F)c1	8	1.6	11	-5	107	0.7	18	-4	1.0	-6	-1.7
COc1ccc(N=C(N(C)C)P(=O)(N(C)C)N(C)C)cc1	17&11	4.9&1.9	-16&-14	0&-9	87&98	-0.4	-6	4&-2	1.6	-1&7	-3.2&-1.9
CCOC(=O)Nc1ccc2c(c1)nc(CN1CCOCC1)n2C	4	1.5	.	-10	100	3.1	4	-6	-1.1	-8	-0.8
CC/C(=N\NC(=O)c1nnn(-c2nonc2N)c1CN(C)c1ccccc1)c1ccccc1	-18	2.8	-9	4	.	3.8	15	2	-2.6	3	3.5
CN(CC(=O)Nc1ccc(F)cc1)C(=O)COC(=O)/C=C/c1cccs1	17	-2.4	.	-4	102	1.5	6	33	0.2	-6	-3.3
O=c1[nH]c2ccccc2c2ccc(Cl)cc12	1	3.1	22	-1	86	.	.	0	.	6	-0.1
O=C(NNC(=O)c1cnccc1C(F)(F)F)c1ccc(Cl)cc1	8	2.5	14	-1	104	3.8	18	-2	-1.3	3	-1.5
Cc1ccc(CN2C(=O)CCC2C(=O)NCCCN2CCC(C)CC2)cc1 (centres undefined)	7	2.4	-13	0	109	.	.	-3	.	8	-1.2
CC(NC(=O)CSc1ncnc2nc[nH]c12)c1ccccc1 (centres undefined)	5	-0.8	.	-4	114	-0.2	3	3	-0.8	-6	-0.9
Oc1ccccc1CNc1ncc(Br)cc1Br	-14	4.7	-14	-1	105	-1.3	19	31	-0.6	4	2.4
Cc1ccc([N+](=O)[O-])c2c1C(N1CCCC1)C(C)(C)O2 (centres undefined)	8	4.7	4	-4	125	-0.7	-24	1	-1.1	-6	-1.1
O=C1CC(C(=O)NCc2ccccc2)C2(CCCC2)O1 (centres undefined)	18	0.1	7	8	119	-1.5	-16	-5	2.5	-4	-4.0
CC(C)(O)C(=O)NNC(=S)Nc1ccc(F)c(Cl)c1	10	2.2	12	-20	102	4.9	24	37	-1.2	-7	-1.7
Cc1ccc(S(=O)(=O)NCC(=O)OCC(=O)N2CCc3ccccc32)cc1	16	2.5	8	-13	98	-3.5	.	21	1.0	-4	-2.9
CCCn1nc(C(=O)Nc2ccc3nc(N4CCOCC4)sc3c2)ccc1=O	-2	2.1	6	-12	99	.	.	-13	.	-2	0.2
CC1(C)CC(=O)C2=C(C1)N(CCN1CCOCC1)C1=C(C(=O)CC(C)(C)C1)C2c1cccc(Cl)c1	15	2.5	3	-2	96	-1.1	253	16	-2.6	-9	-2.7
COCC(=O)NCCc1nc(-c2ccccc2)cs1	11	4.2	7	-7	106	3.2	5	-7	0.4	2	-2.7

The listing continues:
SMILES	MOR-DOR inv ag	phage Ecoli inh	PfHsp90 yeast 2	Tat transport	Pemphigus Ab inh	AddAB inh	Mot1-301 SUMO	Arr AP2 block	Ecoli viability	PKA-R1A activ	OPRM1-OPRD1 ag
COc1ccc(NC(=S)N2CCC(C(=O)c3ccc(F)cc3)CC2)cc1	-10	0.2	5	3	105	.	.	0	.	4	2.0
O=c1[nH]c2ccccc2n1CCCSc1cnc2ccccc2n1	0	1.3	-15	-1	106	2.4	-7	-7	-1.2	-8	0.0
O=C(COC(=O)c1ccccc1Br)Nc1nnc(-c2ccccc2)o1	-6	-4.3	5	-11	99	2.5	27	35	-7.5	2	0.9
O=C1NN(c2cccc(Br)c2)C(=O)/C1=C/c1ccc(-c2cc([N+](=O)[O-])ccc2O)o1	11	.	-31	-1	82*	0.3	11	2	1.5	-1	-2.1
CC(C)(C)c1ccc(-c2nnc(SCCN3C(=O)c4ccccc4C3=O)o2)cc1	0	2.5	-16	17	96	4.6	-5	1	-0.4	-6	0.0
CCN(C[C@H]1N[C@@](CC)(C(=O)OC)[C@H]2C(=O)N(C)C(=O)[C@@H]12)C(C)=O	-1	1.9	-19	0	102	1.0	.	8	-3.2	-4	0.2
COc1ccc(C2=NCCNC(C(F)(F)F)=C2)cc1	6	4.1	.	2	118	5.0	15	48	-1.3	-8	-1.1
CCOC(=O)CSc1nnc(CNC(=O)Cc2ccccc2)n1-c1ccccc1OC	9	.	1	3	98	0.8	-10	-6	1.6	-7	-1.7
O=C(O)C(=O)/C(=C\c1ccc([N+](=O)[O-])cc1)c1ccc2ccccc2n1	1	2.6	-1	-7	100	1.4	-26	1	-1.1	3	-0.2
CCOC(=O)Cc1csc(NC(=O)c2ccoc2C)n1	18	3.8	8	2	90	-0.3	-26	5	-0.7	2	-3.3
O=C(Nc1cccc(S(=O)(=O)N2CCCCC2)c1)c1cc([N+](=O)[O-])ccc1N1CCOCC1	-20	1.2	16	2	90	-1.7	-5	1	-0.7	-8	3.1
CCn1nc(C)cc1C(=O)NC1CCCc2c1cnn2-c1cc(F)cc(F)c1 (centres undefined)	15	2.5	4	-7	102	.	1	0	.	1	-2.8
CCC(C)n1c(-c2cccc(S(=O)(=O)N3CCOCC3)c2)n[nH]c1=S (centres undefined)	2	2.9	.	1	102	.	.	6	.	-1	-0.3
O=C(Cc1ccc(Cl)cc1)Nc1ccc(NC(=O)c2cccs2)cc1	-16	0.8	8	-6	100	-3.1	5	9	-1.7	-4	2.3
COc1ccc(OC(C)C(=O)N2CCC(C)CC2)cc1 (centres undefined)	14	2.5	-1	-4	100	5.2	15	-6	-0.6	4	-3.3
COc1ccc(OC)c(-n2c(Cn3c(-c4ccccn4)nc4ccccc43)n[nH]c2=S)c1	-14	2.6	8	-9	101	1.7	86	-20	-0.8	7	1.9
CN(C)S(=O)(=O)N1CCC(Oc2ccc(C(=O)NCC(C)(C)CO)cc2)CC1	11	3.4	-13	6	94	1.6	190	11	3.2	-9	-2.1
Cc1nc2ccccc2c(=O)n1/N=C/c1ccc(O)cc1O	10	3.2	26	13	76	2.6	-1	-11	0.8	-3	-1.7
Cc1ccc(CNc2c(C=O)c(=O)[nH]c3ccccc23)cc1	6	-0.2	14	-1	116	1.8	27	-9	1.5	-6	-1.3
COc1ccc(C2NC(=O)NC(C)=C2C(=O)Nc2cc(C)ccc2C)cc1OC (centres undefined)	6	1.7	-31	5	108	2.9	-6	10	1.9	5	-1.1
CC(C)(C)NC(=O)C1CCN(S(=O)(=O)c2cccc3nsnc23)CC1	16	1.4	0	-6	100	0.5	142	18	-1.9	-6	-3.0
CC1=C(CC[C@@H](C)CO)OC2CC3C4CCC5CC(O)CCC5(C)C4CC(=O)C3(C)C12 (some centres undefined)	4	1.1	-4	2	92	1.5	51	-1	2.5	-2	-0.8
CCOC(=O)[C@H]1[C@H]2COc3cc(OC)ccc3[C@@H]2N2C(=O)c3cc(F)ccc3NC(=O)[C@@]12C	7	3.8	25	8	102	0.1	-15	33	-1.4	3	-1.2
O=C(O)c1ccc(C(=O)O)c(C(=O)c2ccccc2)c1	15	1.2	.	-5	104	0.2	29	20	1.2	2	-3.2
CCCCC(=O)Nc1cccc(NC(=O)c2cccc([N+](=O)[O-])c2)c1	-6	4.5	.	-8	90	1.5	-4	2	1.5	5	0.9

(listing goes on)
SMILES	MOR-DOR inv ag	phage Ecoli inh	PfHsp90 yeast 2	Tat transport	Pemphigus Ab inh	AddAB inh	Mot1-301 SUMO	Arr AP2 block	Ecoli viability	PKA-R1A activ	OPRM1-OPRD1 ag
CCCCNC(=O)c1cnc2n(c1=O)CCS2	20	2.1	-6	-3	.	-0.3	138	-3	-1.5	-5	-4.1
COc1ccc(CCN(C)C(=O)c2cc(=O)c3ccccc3o2)cc1OC	2	3.6	5	-3	.	1.7	18	-8	-2.3	-18	-0.4
O=C(c1cn[nH]c1)c1cc(F)ccc1O	-24	3.1	3	-3	109	-0.9	-10	12	0.8	0	4.2
CC(C)(C)c1cc(NC(=O)c2ccco2)n(-c2ccccc2)n1	11	2.9	-7	-1	112	0.8	-5	4	-2.8	-5	-2.0
Cc1cccc(C)c1OCc1cc(C(=O)NCc2cn(C)nc2C)no1	-4	3.7	-13	-2	104	2.3	-8	6	-0.3	-14	1.3
Nc1cccc(Oc2ccc([N+](=O)[O-])cc2)c1	9	1.1	0	5	100	-1.8	36	-37	-0.7	-4	-1.8
COCCCNC(=O)c1c(N)n(-c2ccc3c(c2)OCO3)c2nc3ccccc3nc12	-6	1.1	15	1	101	-0.9	28	2	-5.0	8	1.1
Cn1c(SCC(=O)Nc2cc([N+](=O)[O-])ccc2F)nnc1C(F)(F)F	4	2.2	-6	-1	99	4.2	-10	1	-0.5	9	-0.7
Cc1cc(C(=O)CCC(=O)N2CCN(S(=O)(=O)c3ccccc3)CC2)c(C)s1	15	-0.1	.	-2	108	2.7	.	-6	0.2	-2	-2.8
CCCc1[nH]c2ccc(C#N)cc2c1CCC	-40	2.7	8	15	99	2.1	-22	-1	1.2	1	7.4

Printed as active in Pemphigus Ab inh (from the list above):
SMILES | MOR-DOR inv ag | phage Ecoli inh | PfHsp90 yeast 2 | Tat transport | Pemphigus Ab inh | AddAB inh | Mot1-301 SUMO | Arr AP2 block | PKA-R1A activ | OPRM1-OPRD1 ag
O=C1NN(c2cccc(Br)c2)C(=O)/C1=C/c1ccc(-c2cc([N+](=O)[O-])ccc2O)o1 | 11 | . | -31 | -1 | 82* | 0.3 | 11 | 2 | -1 | -2.1

Not a hit list; 2.8% or so of the library scored in one or more.
